STK33 kinase inh: blocks human STK33 kinase activity. 0.073% of 320,000 active. inhibition, % at 10 µM. AID 2661. Q9BYT3. purified STK33, MBP phosphorylation, ADP-Glo luminescence;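 active means inhibition at or above 25%, using the most active replicate where run in duplicate; inactive means inhibition below 25%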
Target sequence (Q9BYT3 whole entry, looked up): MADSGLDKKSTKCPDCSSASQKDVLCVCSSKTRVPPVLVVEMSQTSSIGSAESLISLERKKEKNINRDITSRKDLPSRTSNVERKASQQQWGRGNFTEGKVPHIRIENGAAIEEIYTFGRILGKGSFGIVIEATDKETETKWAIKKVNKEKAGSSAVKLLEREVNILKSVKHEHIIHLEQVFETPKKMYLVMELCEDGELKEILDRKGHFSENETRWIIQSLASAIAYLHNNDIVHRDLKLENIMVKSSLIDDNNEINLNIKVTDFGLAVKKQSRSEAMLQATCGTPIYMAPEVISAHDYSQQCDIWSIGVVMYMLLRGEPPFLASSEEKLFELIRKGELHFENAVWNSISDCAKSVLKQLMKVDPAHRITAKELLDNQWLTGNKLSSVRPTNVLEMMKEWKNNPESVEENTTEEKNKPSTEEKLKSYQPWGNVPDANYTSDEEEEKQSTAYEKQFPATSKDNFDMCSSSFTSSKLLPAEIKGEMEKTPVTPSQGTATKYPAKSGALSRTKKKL
OX1R antag: antagonists of human orexin 1 receptor (OX1R). O43613. OX1R-expressing cells, FRET antagonist read-out. inhibition, % at 6.6 µM. 1.8% of 330,000 active. AID 485270; in the data active means inhibition mostly above about 38%, no sharp cut-off; inactive means mostly below about 40%;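 further: 0% = agonist challenge alone and 100% = reference antagonist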
Target sequence (O43613 whole entry, looked up): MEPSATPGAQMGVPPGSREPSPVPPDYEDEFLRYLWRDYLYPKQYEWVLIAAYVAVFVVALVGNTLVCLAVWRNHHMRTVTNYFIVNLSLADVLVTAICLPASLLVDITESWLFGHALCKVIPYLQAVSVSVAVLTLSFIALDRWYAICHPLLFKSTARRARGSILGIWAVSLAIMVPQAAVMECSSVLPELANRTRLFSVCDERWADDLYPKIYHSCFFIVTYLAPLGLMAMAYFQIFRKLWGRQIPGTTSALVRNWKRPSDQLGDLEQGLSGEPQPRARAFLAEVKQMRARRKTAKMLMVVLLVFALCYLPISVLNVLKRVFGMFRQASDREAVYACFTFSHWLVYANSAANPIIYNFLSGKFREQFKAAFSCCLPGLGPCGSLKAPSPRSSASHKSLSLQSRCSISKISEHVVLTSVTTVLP
Active calls of the source: *; · = not tested or not shown.

STK33 kinase inh,OX1R antag,molecule
-1.0,89*,CC1CCN(S(=O)(=O)CCNC(=O)c2ccccc2)CC1
-0.8,24,O=C(/C=C/c1ccco1)N(c1ccccn1)c1ccccn1
-3.4,4,O=C(Nc1ccc(F)cc1)c1cccc2c1C(=O)N(CC1CCCO1)C2 (stereo unspecified)
-1.7,18,CN(C)c1ccc(/C=C/c2cc[n+]([O-])cc2)cc1
-0.5,6,COc1ccccc1NC(=O)CN(c1ccc(C23CC4CC(CC(C4)C2)C3)cc1)S(C)(=O)=O
0.5,20,Cc1c(C(=O)NN)nc2ccccn12
-2.0,4,Cc1cccc(NC(=O)CSc2nc3ccccc3nc2N2CC(C)OC(C)C2)c1 (stereo unspecified)
-1.2,8,FC(F)(F)c1nnc2ccc(N3CCOCC3)nn12
·,58*,CC[C@]12c3[nH]c4cc(-c5ccco5)ccc4c3CCN1C(=O)[C@@H](CC(=O)NC/C=C(\C)CCC=C(C)C)C[C@@H]2C(=O)N1CCN(C(=O)c2ccco2)CC1
-0.7,32,CC(C)CNS(=O)(=O)c1ccc(CCC(=O)NCc2ccco2)cc1
2.8,10,COc1ccc(N(C)C(=O)c2cn(CC(C)C)c(=O)c3cc(OC)c(OC)cc23)c(OC)c1
·,21,CNC(=O)c1c(NC(=O)CS(=O)(=O)c2ccc(Cl)cc2)sc(C)c1C
-0.5,24,O=C(NC12CC3CC(CC(C3)C1)C2)C1CCCN1C(=O)NC1CCCCC1 (stereo unspecified)
-1.3,11,O=C1c2ccccc2S(=O)(=O)N1CC(O)COc1ccc(Cl)cc1 (stereo unspecified)
-1.2,7,COC(=O)c1c(NC(=O)COC(=O)CCS(=O)(=O)c2ccc(C)cc2)sc(C)c1C
0.1,34,COc1ccc(-c2cc(C(=O)N(C)CC(=O)Nc3ccccc3Cl)c3ccccc3n2)cc1OC
-0.8,15,COc1cc(/C=C/C(=O)O)cc(S(=O)(=O)Nc2cc(C(F)(F)F)ccc2N2CCOCC2)c1OC
0.1,21,COc1ccc2cc(C(=O)C3CCCN(C(=O)c4snnc4C)C3)ccc2c1 (stereo unspecified)
-2.7,-1,Cc1ccc(S(C)(=O)=O)cc1C(=O)Nc1cccc(S(=O)(=O)N2CCCCCC2)c1
-1.0,10,C[C@@H]1COC(=O)[C@H](CC(=O)OC(C)(C)C)C/C=C\C[C@@H](CC(=O)N(CCO)Cc2ccccc2)C(=O)N1
-0.7,-16,CCOC(=O)C1CCCN(c2nc3ccccc3nc2C(C#N)C(=O)OCC)C1 (stereo unspecified)
5.1,5,C[C@H](NC(=O)[C@@H]1Cc2ccccc2CN1)C(=O)NC1CCCCC1
-1.2,3,O=C(O)CNC(=O)/C=C/c1c(Cl)cccc1Cl
-0.8,43,CCn1c2ccccc2c2cc(NC(=O)CSc3nnnn3-c3ccccc3)ccc21
-0.1,15,CCCCOC(=O)c1ccc(OC(=O)N2CCOCC2)cc1

OX1R antag, hit marks shown above
STK33 kinase inh,OX1R antag,molecule
-1.0,89*,CC1CCN(S(=O)(=O)CCNC(=O)c2ccccc2)CC1
·,58*,CC[C@]12c3[nH]c4cc(-c5ccco5)ccc4c3CCN1C(=O)[C@@H](CC(=O)NC/C=C(\C)CCC=C(C)C)C[C@@H]2C(=O)N1CCN(C(=O)c2ccco2)CC1

(more compounds)
STK33 kinase inh,OX1R antag,molecule
0.4,19,COc1ccccc1NC(=O)N1CCCC1C(=O)NCc1cccs1 (stereo unspecified)
-0.3,9,Cc1c(NC(=O)CC(C)C)c(=O)n(-c2ccccc2)n1C
-2.9,7,CCN(CC)S(=O)(=O)c1ccc(C(=O)Nc2nnc(-c3ccco3)o2)cc1
-1.2,9,Cn1c2ccccc2c(=O)c2c(=O)n(-c3ccccc3)c(C3CCCCC3)nc21
0.9,18,O=C(c1cc(-c2ccc(Cl)c(Cl)c2)on1)N1CCCCC1
-1.4,44,COc1ccc(C(=O)N(Cc2ccccc2)c2cccc(C)c2)c(OC)c1OC
1.4,11,O=C(CN(CC1CCCO1)C(=O)CNS(=O)(=O)c1ccccc1)NCc1ccccc1 (stereo unspecified)
-0.2,12,O=C1NC[C@@H](c2ccccc2)OC(=O)[C@H](Cc2ccc(F)cc2)C/C=C\C[C@H]1CC(=O)N(CCO)Cc1ccccc1
-2.1,2,CCCOc1ccc(Cc2c(O)nc(SC)[nH]c2=O)cc1
-1.0,16,Cc1cc(COc2ccccc2OCCN2CCN(C)CC2)no1
-0.8,16,CC1CCN(C(=O)CSc2nnc(-c3ccccc3F)o2)CC1
-1.9,23,Cc1ccc2c(c1)CCCN2C(=O)CSc1ccccc1
0.8,-7,COCCNS(=O)(=O)c1cc(C)c(C)cc1C
-1.5,17,CC(C)(C)C(=O)N1CCN(c2ccc([N+](=O)[O-])cc2Cl)CC1
0.7,16,COc1ccc(OC)c(/C=C/C(=O)OCC(=O)N2C(C)CCCC2C)c1 (stereo unspecified)
0.2,2,CN1CCN(C(c2cc3cc4c(cc3[nH]c2=O)OCCO4)c2nnnn2C2CCCC2)CC1 (stereo unspecified)
-0.1,10,CCOC(=O)COc1cc(Br)c(C2NC(=O)NC(C)=C2C(C)=O)cc1OCC (stereo unspecified)
-1.6,12,COc1ccc(S(=O)(=O)N2CCCCCC2)cc1C(=O)NCCc1ccccc1
0.2,12,COc1ccc(NC(=O)c2ccc(CNc3c(NC4CCCCC4)c(=O)c3=O)cc2)c(OC)c1
-0.5,20,Clc1ccccc1Oc1cnc2ccccc2n1
5.4,23,O=C(NCC1(c2ccccc2)CCCC1)c1ccccc1Br
-1.4,19,Cc1ccc(S(=O)(=O)CCC(=O)OCC(=O)N2CCc3ccccc32)cc1
-0.6,37,Cc1cccc(Nc2nc(-c3ccncc3)cs2)c1
3.0,-5,CCCn1c(N)c(C(=O)CSc2nnc(C3CC3)n2Cc2ccccc2)c(=O)n(C)c1=O
·,9,CCCCCn1c(SCCC(C)C)nc2c1c(=O)[nH]c(=O)n2C
-1.1,1,N#Cc1c(-c2ccccc2)cc(-c2ccccc2)[nH]c1=O
-0.8,16,CC1=NN(C(C#N)c2ccccc2O)C(C)(C)C1 (stereo unspecified)
-0.9,8,Cc1nnc(SCC2CCCO2)n1-c1ccccc1 (stereo unspecified)
-0.4,29,CCOc1cc(N2CCOCC2)c(OCC)cc1NC(=O)CN1C(=O)NC2(CCc3ccccc32)C1=O (stereo unspecified)
1.0,61,Nc1nnc(CC(=O)N/N=C/c2cccc([N+](=O)[O-])c2)s1
-0.4,13,COc1ccc(S(=O)(=O)NC(C)C(=O)NCc2ccccn2)cc1Cl (stereo unspecified)
0.1,28,COc1ccc(-n2c(=O)c3ccccc3n(CC(=O)NC3CCCCC3)c2=O)cc1
-0.5,3,Cc1ccc(OCC(=O)NCCNC(=O)c2ccc(C)nc2)cc1
-1.0,2,COc1cccc(/C(C)=N/Nc2ccc(S(=O)(=O)N3CCCCC3)cn2)c1
0.2,23,COc1ccc(CNC(=O)[C@H](C)NC(=O)N2CCn3c2nc2ccccc23)cc1
-0.3,7,O=C(NO)c1ccccc1O
-0.8,6,CSc1ccccc1OCc1cc(C(=O)N2CCN(C3CCCC3)C(=O)C2)no1
-0.3,35,CCOC(=O)C1=C(C)N(c2ccccc2)C(=O)/C1=C\c1ccc(O)c(OC)c1
-1.0,21,COc1cc2c(cc1NC(=S)Nc1cccc(C)c1)oc1ccccc12
1.0,19,CC1CCN(C(=S)c2cccc([N+](=O)[O-])c2)CC1
-0.4,11,CC(C)(C)S(=O)(=O)c1cnc(N2CCCCC2)nc1N
2.3,12,NS(=O)(=O)c1ccc(CCNc2nc(C(F)(F)F)nc3ccccc23)cc1
0.0,11,COc1cccc(CN(C(=O)c2ccccc2Br)C2CCS(=O)(=O)C2)c1 (stereo unspecified)
-0.5,12,CCC1CCC2(CC1)NC(=O)N(CC(=O)NCc1ccc(Cl)cc1)C2=O (stereo unspecified)
-0.5,21,CCOC(=O)COc1cc(=O)n(CC)c2ccccc12
1.1,11,CCCC(=O)Nc1ccc(NC(=O)c2ccco2)c(OC)c1
-1.4,18,CC(C)C(C(=O)NCc1ccco1)N(CC1CCCO1)C(=O)CNS(=O)(=O)c1ccccc1 (stereo unspecified)
0.1,12,Cn1cc(C(=O)N2CCN(c3ccccc3)CC2)c(=O)c2cc(S(=O)(=O)N3CCCC3)ccc21
-0.1,5,CC(=O)Nc1nnc(SCC(=O)NCc2ccc3c(c2)OCO3)s1
-2.3,12,CCOc1ncccc1C(=O)OCC(=O)NCCc1ccc(OC)cc1

(list continues)
STK33 kinase inh,OX1R antag,molecule
-3.6,-10,COC(=O)c1ccc(OC)c(CN2CCCN(Cc3cc(C)ccc3C)S2(=O)=O)c1
1.2,12,CCOC(=O)c1c(C)nc(-c2ccccc2)nc1N
0.1,21,CC(=O)c1ccccc1OCCCOc1cccc2cccnc12
-0.4,17,C=CCNC(=O)c1onc(CSc2cc(C)ccc2C)c1C(=O)O
-1.4,-5,CC1(C)OC(C)(C)/C(=C/Nc2ccccc2)C1=O
-0.6,11,Cc1nc(-c2ccccc2)sc1-c1ccnn1C
0.0,18,O=C(NCC1CCCCC1)c1cccc(S(=O)(=O)NCc2cccnc2)c1
-1.0,20,CCO[C@@H]1OC(C(=O)NCc2nc3ccccc3[nH]2)=C[C@H](c2ccc(C(F)(F)F)cc2)[C@H]1CCCO
-0.7,5,Cc1ccc(C2=[N+]([O-])C(C)(C)N(O)C2(C)C)cc1
-2.0,10,O=C(COc1nncc2ccccc12)Nc1ccc(Br)cc1F
-0.6,2,CC(NC(=O)C12CC3CC(CC(O)(C3)C1)C2)c1ccc(Cl)cc1Cl (stereo unspecified)
-1.2,11,Clc1cccc(N2CCN(c3ncnc4nc[nH]c34)CC2)c1
-1.1,19,O=C(NCCC1=CCCCC1)C1CCN(S(=O)(=O)c2ccccc2)CC1
-0.9,21,COc1cccc(-n2c(SCC(=O)NC3CCCC3)nnc2-c2ccco2)c1
-0.5,23,O=C(NCCc1c[nH]c2ccccc12)/C(=C\c1cccnc1)NC(=O)c1ccccc1Br
-1.5,50*,CC(C)N(Cc1nc(-c2ccccc2)no1)C(=O)c1ccc2c(c1)OCO2
0.6,10,COc1ccc(C(=O)OCC(=O)NCc2ccco2)cc1OC
-0.8,3,Cc1ccc(N2CCN(C(=S)Nc3ccccc3C)CC2)cc1
2.2,2,COc1cccc(NC(=O)CCC2CCN(C(=O)C3CC=CCC3)CC2)c1 (stereo unspecified)
0.6,2,COc1ccc(-c2sc3ccccc3c2-c2ccc(OCCN(C)C)cc2)cc1
-4.0,11,Cc1ccc(NC(=O)CCC(=O)NNC(=O)Cc2ccccc2)cc1C
1.0,135*,Cc1ccc(C(=O)c2c(C)oc3c2C(=O)C(=O)c2ccccc2-3)cc1
0.4,14,CSC1=C(C#N)C(=O)NC(c2ccccc2O)S1 (stereo unspecified)
-1.9,-5,Cc1ccccc1NC(=O)Cc1cccc(C(F)(F)F)c1
1.6,39,Cc1ccc(C(=O)CSc2nnc(-c3ccco3)n2CC2CCCO2)cc1 (stereo unspecified)

In the list so far, these have two or more sulfur atoms:
STK33 kinase inh,OX1R antag,molecule
·,21,CNC(=O)c1c(NC(=O)CS(=O)(=O)c2ccc(Cl)cc2)sc(C)c1C
-1.2,7,COC(=O)c1c(NC(=O)COC(=O)CCS(=O)(=O)c2ccc(C)cc2)sc(C)c1C
-2.7,-1,Cc1ccc(S(C)(=O)=O)cc1C(=O)Nc1cccc(S(=O)(=O)N2CCCCCC2)c1
-0.1,5,CC(=O)Nc1nnc(SCC(=O)NCc2ccc3c(c2)OCO3)s1
0.4,14,CSC1=C(C#N)C(=O)NC(c2ccccc2O)S1 (stereo unspecified)

Next section:
STK33 kinase inh,OX1R antag,molecule
1.6,71*,COc1cc(NC(=O)COc2cc(O)c3c(c2)OC(C)(C)CC3=O)cc(OC)c1OC
-0.1,31,CC(=O)Nc1nnc(Cc2c[nH]c3ccccc23)s1
-0.4,6,CCN(CC)CCCNC(=O)c1cn(C)c2ccc(S(=O)(=O)N(C)C3CCCCC3)cc2c1=O
0.6,15,O=C(COc1ccc(Cl)cc1)NCc1ccncc1
-1.8,56,CSc1cccc(NC(=O)CCNS(=O)(=O)c2ccc3[nH]c(=O)oc3c2)c1
-1.4,25,COc1ccc(/C=C2\SC(=O)N(CCNC(=O)C3CCN(S(=O)(=O)c4cccs4)CC3)C2=O)cc1
·,10,O=C(CSCc1cccc(Cl)c1)OCc1nc2ccsc2c(=O)[nH]1
-0.7,11,COc1ccc(Br)cc1CN(C)CC(=O)Nc1c(Cl)cccc1Cl
0.6,13,COc1ccc(C(=O)NC2CCCCC2)cc1S(=O)(=O)N1CCOCC1
4.6,21,COc1ccc(C(=O)c2c[nH]c(C(=O)NCC3CCCO3)c2)cc1 (stereo unspecified)
0.7,15,CCN(CC(=O)NCc1cccs1)C(=O)C(c1ccccc1)c1ccccc1
-0.2,33,CCOc1ccccc1-c1nc(CN2CCCC2c2nccs2)c(C)o1 (stereo unspecified)
-0.5,34,CN(C)C(=O)C(=O)c1c(-c2ccccc2)cc2ccccn12
0.9,11,O=C(Nc1ccccc1)Nc1n[nH]c2nnc(-c3ccccc3)c(-c3ccccc3)c12
0.1,24,Cn1c(=O)c2c(SCC(=O)NCC3CCCO3)nc(-c3ccccc3Cl)nc2n(C)c1=O (stereo unspecified)
-0.5,19,O=C(COC(=O)c1cc[n+]([O-])cc1)Nc1ccc(Cl)cc1C(F)(F)F
0.5,30,CN(CC(=O)N1CCN(c2cccc(Cl)c2)CC1)S(=O)(=O)c1cnc[nH]1
-0.5,8,CCC(C)NC(=O)c1c(-c2cc(Cl)c(OC)c(Cl)c2)noc1C (stereo unspecified)
2.6,21,CCc1ccccc1NC(=S)N1N=CCC1c1ccccc1 (stereo unspecified)

Whole records, quoted from the list. Screens in order: STK33 kinase inh | OX1R antag
CC(=O)Nc1nnc(Cc2c[nH]c3ccccc23)s1 in the list: -0.1 | 31
COc1ccc(Br)cc1CN(C)CC(=O)Nc1c(Cl)cccc1Cl in the list: -0.7 | 11
O=C(CSCc1cccc(Cl)c1)OCc1nc2ccsc2c(=O)[nH]1 in the list: · | 10
COc1cc(NC(=O)COc2cc(O)c3c(c2)OC(C)(C)CC3=O)cc(OC)c1OC in the list: 1.6 | 71*

Screening results as filed in PubChem.
